D3 ag = D3 dopamine receptor (human) agonism; AID 652048; actives 0.58% (n = 410,000); D3R DiscoveRx beta-arrestin cells, luminescence, 90 min; max activation, %; in the data active = max activation above about 30%; note: 0% is about no effect; mostly tested at two doses, the higher about 12 µM
Target sequence (P35462 whole entry, looked up): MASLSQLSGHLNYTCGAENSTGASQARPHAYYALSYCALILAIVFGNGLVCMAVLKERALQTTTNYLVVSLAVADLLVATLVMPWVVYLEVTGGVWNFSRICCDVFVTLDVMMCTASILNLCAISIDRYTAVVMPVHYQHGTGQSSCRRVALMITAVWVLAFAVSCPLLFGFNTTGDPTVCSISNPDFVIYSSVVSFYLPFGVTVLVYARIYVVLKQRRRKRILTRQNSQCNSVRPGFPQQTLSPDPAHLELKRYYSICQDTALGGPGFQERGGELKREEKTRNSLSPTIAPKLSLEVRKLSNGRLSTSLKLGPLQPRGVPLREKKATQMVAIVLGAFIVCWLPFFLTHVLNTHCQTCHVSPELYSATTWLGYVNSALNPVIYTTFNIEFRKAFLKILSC
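Cells at 1500/well, incubated overnight, then treated with pinned compounds (dopamine as control) for 90 min at 37 degrees C. DiscoveRx reagent added for 30 - 60 minutes at room temperature; luminescence read.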
GLP1R inv ag = GLP-1 receptor (human) inverse agonism. P43220. HEK293 GLP-1R CRE-luciferase, luminescence, 24 h; GLP-1R form is constitutively active. Potency, µM (titrated, usually from 38.3 µM), for the others: top-dose activity change, negative = inhibition, hits mostly inhibitors. actives 1.6% (n = 410,000). AID 624417; note: potency is the fitted concentration of half-maximal effect; % is set by controls: 0 for no effect and ±100 for the full control effect; nearly all actives have a fitted effect of over 55% in size
Target sequence (P43220 whole entry, looked up): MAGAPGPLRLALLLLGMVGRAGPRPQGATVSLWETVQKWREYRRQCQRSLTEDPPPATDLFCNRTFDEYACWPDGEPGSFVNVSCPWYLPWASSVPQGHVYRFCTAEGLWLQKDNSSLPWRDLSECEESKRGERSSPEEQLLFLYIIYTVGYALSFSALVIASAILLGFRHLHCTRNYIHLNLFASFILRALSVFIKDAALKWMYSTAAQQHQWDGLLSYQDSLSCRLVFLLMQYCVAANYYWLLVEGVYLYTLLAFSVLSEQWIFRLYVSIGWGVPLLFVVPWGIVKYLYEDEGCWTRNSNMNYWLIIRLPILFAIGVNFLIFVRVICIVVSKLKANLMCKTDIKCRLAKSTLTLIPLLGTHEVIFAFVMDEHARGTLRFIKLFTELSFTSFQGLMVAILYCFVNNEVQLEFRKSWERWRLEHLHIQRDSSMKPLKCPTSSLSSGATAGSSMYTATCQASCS
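Constitutively active GLP-1R drives a cAMP-responsive luciferase in stably transfected HEK293 cells; test compounds are added after overnight (12 h) attachment and left 24 hr, and signal loss in luminescence marks inhibition.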
PLK1 PBD block = blocks phosphopeptide binding to human PLK1 polo-box domain. P53350. Potency, µM, for inactives: max response, negative = inhibition, hits mostly inhibitors. actives 2.8% (n = 360,000). AID 720504. Plk1 PBD binding of FITC phosphopeptide, fluorescence polarization; note: potency is the fitted concentration of half-maximal effect; series mostly up to about 57 µM; % is set by controls: 0 for no effect and ±100 for the full control effect; nearly all actives have a fitted effect of over 65% in size
GLP-1R agonist = GLP-1 receptor (human) agonism | P43220 | HEK293 GLP-1R CRE-luciferase, luminescence, 4-6 h; cells express a hypersensitive GLP-1R form | Potency, µM (highest dose often 45.6 µM), without a hit: at the top dose activation, hits mostly activators | actives 0.007% (n = 380,000) | AID 624172; note: potency is the fitted concentration of half-maximal effect; % of control where 0% means no effect
PI5P4Ka inh = inhibitors of human PI5P4K alpha. P48426. PI5P4Kalpha enzyme, ADP-Glo luminescence, 60 min; hits give low values. max response, %. actives 1.2% (n = 330,000); active = max response of -50% or lower; inconclusive = between -30% and -50%; inactive = -30% or higher; note: value at the top dose of about 77 µM; % is set by controls: 0 for no effect and ±100 for the full control effect
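Compounds were pin-transferred onto PI5P4Kalpha and substrate in HEPES pH 7.4 buffer with EGTA, CHAPS and 5% DMSO. ATP (5 microM final) started the reaction, which ran 60 minutes at room temperature before ADP-Glo detection.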
WRN inhibitor = WRN helicase (human) inhibition. Q14191. WRN helicase unwinding, fluorescent forked duplex, kinetic. actives 0.46% (n = 360,000). Potency, µM (doses to about 114 µM), for inactives: top-dose activity change, negative = inhibition, actives largely listed as inhibitors; note: potency is the fitted concentration of half-maximal effect; % is set by controls: 0 for no effect and ±100 for the full control effect; nearly all actives have a fitted effect of over 55% in size
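Screening of the MLSMR collection measured strand separation of a quenched forked DNA duplex (100 nM) by 20 nM WRN with 2 mM ATP, all final. Compounds were preincubated with enzyme 15 min at room temperature.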
IL-2 act = activates IL-2 in a cell-based reporter assay | IL-2 activation reporter assay, cell-based qHTS; stimulated with anti-CD3/CD4/CD28 beads; in transgenic mouse T cells | activation, % (series mostly up to about 46 µM) | actives 0.065% (n = 360,000); in the data active = activation above about 50%; inconclusive = mostly about 30% to 49%; note: 0% is about no effect
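Unstimulated transgenic mouse T cells; 60-min compound exposure; bead-based TCR/CD4/CD28 stimulation; 18 h culture, 37 degrees C; dual fluorescence (EGFP, DsRed) plate cytometry.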
HEK293 tox = cytotoxic in the GLP-1 receptor inverse agonist counter-screen. HEK293 cAMP-luciferase reporter cells, luminescence, 24 h. Potency, µM (top dose mostly 38.3 µM), for the others: top-dose activity change, negative = inhibition, most hits filed as inhibitors. actives 0.13% (n = 410,000);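 note: loss of luciferase light is scored as toxicity; potency is the fitted concentration of half-maximal effect; % is set by controls: 0 for no effect and ±100 for the full control effect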
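Quantitative HTS format, 1536 wells, 200 cells/uL seeded. Compounds: 23 nL, 24 h, 37 °C. Detection: luciferase reagent, luminescence at 12 min RT; decreased signal taken as cytotoxic.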
D3 antag = D3 dopamine receptor (human) antagonism | P35462 | D3R cells, DiscoveRx beta-arrestin luminescence, antagonist mode; hits give low values | max response, negative = inhibition, % | actives 2.5% (n = 360,000); in the data active = max response below about -50%; inconclusive = no clear call, values can overlap the other calls; note: % is set by controls: 0 for no effect and ±100 for the full control effect; mostly tested at two doses, the higher about 12 µM
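Cells expressing the human receptor were seeded at 1500 cells/well, incubated overnight at 37 degrees C in 5% CO2, then exposed to library compounds with dopamine controls for 90 minutes at 37 degrees C before luminescent detection.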
* = called active by the depositor; ? = inconclusive; nt = no result given; & = joins results of further samples; [ ] = remark or other dose. Unless noted, calls come from the whole dose curve; as a rule, active = well fitted curve in the direction sought with a large enough effect; inconclusive = small, poorly fitted or top-dose-only effect, or another doubt; inactive = no such curve, though single readings can be large; an effect the other way counts as inactive or inconclusive. Compounds as they come; 7.8% or so of the library scored in one or more.

Every second line gives: D3 ag, GLP1R inv ag, PLK1 PBD block, GLP-1R agonist, PI5P4Ka inh, WRN inhibitor, IL-2 act, HEK293 tox, D3 antag
> Cc1cc(C)cc(NC(=S)N2CCN(c3ccccn3)CC2)c1
  1, -8%, -18%, 3%, -2, 4%, -0.1, -4%, 88
> CCSc1nnc(NC(=O)CSc2sc3c(O)cc(=O)[nH]c3c2C#N)s1
  19, 20%, 12µM*, 0%, -102*, 18µM*, -2.4, -12%, 19
> OC1(Cc2cc(-c3ccccc3)no2)CCN(CCCc2ccccc2)CC1
  -8, ?, 5%, -6%, 0, 1%, 0.4, -11%, -75*
> CCc1ccccc1NS(=O)(=O)c1ccc(SC)cc1
  2, ?, -2%, 5%, 11, -6%, -0.4, -7%, -2
> CC(C)CN(C(=O)COC(=O)C12CC3CC(CC(O)(C3)C1)C2)c1c(N)n(Cc2ccccc2)c(=O)[nH]c1=O
  2, 6%, -5%, 5%, 4, -2%, -2.0, 1%, -18
> C[C@@H]1[C@H](O)C[C@@]23COC(=O)C2=CCCC3[C@@]1(C)CCC1COC(=O)C1 (stereo partly drawn)
  -4, 14%, -2%, 0%, 9, -9%, -1.7, 5%, 7
> COc1ccc(Cl)cc1C(=O)NCC(c1ccco1)N1CCCC1 (stereo not drawn)
  -56, 5%, 1%, -10%, nt, 4%, 3.0, 1%, -81*
> CCC(c1nnnn1Cc1ccco1)N(CCN1CCOCC1)Cc1cc2cc(C)ccc2[nH]c1=O (stereo not drawn)
  1, 0%, -12%, -5%, 1, -32%, -3.8, -8%, -21
> Cc1cc(S(=O)(=O)N2CCCC2)ccc1OCC(=O)N1CCCCC1
  1, 16%, 2%, 14%, 3, -4%, -0.6, -11%, 8
> O=C(COc1ccccc1)Nc1ccncc1Cl
  3, 22%, -7%, 6%, -2, 2%, 0.5, 0%, 5
> COc1ccc2c(C(=O)CCl)c[nH]c2c1
  8, ?, ?, -4%, -6, -24%, -5.1, ?, -20
> Brc1ccc(-c2nnc(-c3ccccc3)c(N3CCSCC3)n2)cc1
  -8, 8.9µM*, -10%, -27%, 12, -4%, 1.5, 3%, -7
> COc1cc(/C=C2/SC(=O)NC2=O)ccc1OCc1ccccc1
  6, -2%, ?, 2%, 5, -11%, 1.1, 2%, 3
> COc1ccc(OC)c(-c2csc(NC(=O)c3ccccc3F)n2)c1
  10, 13%, -2%, -5%, 15, -14%, 1.6, 1%, 8
> Nc1ccccc1C(=O)N/N=C1\C2CN3CCN(C2)CC1(c1ccccc1)C3
  1, 17%, -5%, 3%, -1, 1%, -4.1, -5%, 16
> CCCOc1cccc(C(=O)Nc2nnn(CCC)n2)c1
  -2, -40%, -14%, 6%, 1, -11%, -0.1, -15%, -4
> Cc1ccc(NC(=O)c2c([N+](=O)[O-])c(C(C)(C)C)nn2C)cc1
  7, ?, -5%, 5%, 5, 3%, -2.5, 11%, 10
> COc1ccc(/C=C/C(=O)c2ccc(NC(=O)c3cccs3)cc2)cc1OC
  1, 0%, 2%, -12%, nt, -8%, -3.2, -16%, 24
> CCOc1ccc(OCc2ccc(C(=O)N3CCCC3)o2)cc1
  6, 82%[activator], -5%, 12%, nt, -16%, -0.9, -2%, 10
> COc1ccc(CN2C(=O)[C@@H]3C(c4ccc(F)cc4)=NO[C@@H]3C2=O)cc1
  -1, 4%, -10%, -19%, 11, 3%, -1.0, 2%, 14
> CC1Cc2c([nH]c(=O)n(-c3ccccc3)c2=O)O1 (stereo not drawn)
  7, 4%, -3%, -1%, -10, 8%, -0.4, -4%, 7
> O=C1C(=O)N(C2CCCC2)C(=O)N1Cc1c(F)cccc1Cl
  -7, 9%, -5%, 11%, 14, 3%[57.1 µM], 0.5, 2%, -6
> Cc1ccc(C)c(Cn2nc(-c3cc(C)ccc3C)ccc2=O)c1
  -2&5, ?, -13%, 26%, 5, 6%, -0.5, -2%&0%, 37
> NC1=C(c2ccccc2)C(=O)NC1=O
  -2, 20%, -3%, 1%, -5, 0%, -2.1, -5%, 6
> OCC1(Cc2ccc(Cl)cc2)CCN(Cc2ccccc2F)CC1
  -20, ?, -4%, 0%, 1, -11%, -2.5, -13%, ?
> COc1ccc(-c2nc(C)ncc2-c2csc(C)n2)c(O)c1
  1, 27%, -2%, 5%, 1, 7%, 0.1, -5%, 14
> Cc1cccc(-n2c(Cn3nc(C)c([N+](=O)[O-])c3C)n[nH]c2=S)c1
  -4, 3%, -22%, -10%, 9, 0%, 1.4, -5%, 34
> COc1ccc(-c2c(-c3cc(OC)cc(OC)c3)n(C)c3ccc(-c4ccc(S(N)(=O)=O)cc4)cc23)cc1
  -12, -28%, 2%, 4%, 9, -7%, -4.5, 5%, -1
> CCC(c1nnnn1CCOC)N(Cc1cc2c(C)cc(C)cc2[nH]c1=O)CC1CCCO1 (stereo not drawn)
  -17, 0%, -10%, 4%, nt, -12%, -2.2, 10%, 16
> Cc1ccc(/C=N/NC(=O)Nc2ccccc2)o1
  3, 12%, -7%, 2%, 5, -14%, -0.4, -20%, 2
> C/C(=N\NC(=O)Cc1ccc(Cl)cc1)c1cccnc1
  -2, 15%, -17%, 6%, -6, 5%, -4.7, -3%, -17
> COc1ccc(CNC(=O)c2ccc(-n3ccnc3)c3ccoc23)cc1OC
  -6, 38%[activator], -6%, 22%, 1, -5%, 0.1, -2%, -76*
> COc1cccc(CNC(=O)CCC2CCCN(c3cc(C)nc(N)n3)C2)c1 (stereo not drawn)
  -4, -14%, -13%, -1%, -1, -31%[57.1 µM], 0.0, 7%, -23
> CC1(C)OC(=O)N(CC(=O)Nc2cccc(C(F)(F)F)c2)C1(C)O (stereo not drawn)
  2, -8%, -4%, -2%, 4, 7%, -0.5, -2%, 11
> CCOC(=O)c1cnc(SCC(=O)OCC(=O)NC2CCS(=O)(=O)C2)nc1N (stereo not drawn)
  2, 17%, 2%, -1%, 6, -4%, 1.5, 1%, 9
> Cn1cc(CN(Cc2ccccn2)C[C@@H]2CCC(=O)N2)c(-c2ccccc2F)n1
  -8, 11%, -11%, -3%, 0, 4%, -0.2, 3%, -1
> Cc1ccc(-n2c(CNC(=O)c3cccs3)nnc2SCC(=O)NO)cc1
  2, 7%, -8%, 7%, 7, -3%, -1.0, 3%, -6
> CC1(C)CC(=O)C2=C(C1)N(c1ccc(Cl)cc1)C(=O)C2(O)C(F)(F)F (stereo not drawn)
  4, 5%, -2%, 1%, 0, 18%, -0.3, -2%, 8
> CC(=NNC(=S)N1CC2CCC(CC2)C1)c1cnccn1
  5, ?, -24%, -4%, 2, -4%, -0.7, -58%, -9
> COc1ccc(Br)cc1CN(C)C(=O)c1ccccc1SCC(=O)N1CCCC1
  -7, ?, -9%, 26%, 2, 3%, 0.2, -9%, -2
> Cc1cc2nc(C3CCCCC3)c(Cc3ccsc3)n2c(C)c1Br
  -9, ?, -8%, -1%, 10, -10%, 0.0, 7%, 0
> CS(=O)(=O)c1ccc(Cl)c(NC(=O)COC(=O)c2cccc(C#N)c2)c1
  1, 10%, -1%, 1%, -5, 10%, 1.2, 14%, 9
> COc1cccc(-n2c(=O)c3sc4ccccc4c3n(CC(=O)Nc3cccc(Cl)c3)c2=O)c1
  17, -10%, nt, 0%, nt, nt, nt, -16%, nt
> CCN1CCN(c2ccccc2NC(=O)c2ccc(-n3cccn3)cc2)CC1
  1, -21%, 2%, 13%, 0, 5%, -0.1, 1%, -6
> COc1ccc(OCCCC(=O)NCCc2ccc(OC)c(OC)c2)cc1
  0, 4%, -5%, 1%, -2, 4%[57.1 µM], 2.3, 2%, 1
> Cc1cc(=O)[nH]c(SCc2csc(-c3ccccc3)n2)n1
  3, 13%, -8%, 21%, -1, -7%, 0.1, 16%, 5
> COc1ccc(CN(C)C(=O)CNC(=O)Cc2cccc3ccccc23)c(OC)c1OC
  1, 7%, 3%, 27%, -6, 3%, -0.9, 0%, -3
> Cc1cc(C)cc(C(=O)NC2C(=O)N3C(C(=O)O)=C(CSc4nnc(C)s4)CSC23)c1 (stereo not drawn)
  -6, -5%, ?, 0%, -8, -4%[11.6 µM], 0.9, 15%, ?
> COc1cc(SC)ccc1C(=O)NCCOc1ccc(C)c(C)c1
  -4, ?, -16%, 22%, 18, -6%, -3.4, 3%, 5
> Cc1ccc(NC(=O)c2ccc(Cn3cc([N+](=O)[O-])cn3)cc2)c(C)c1
  -7, -17%, -11%, -6%, -4, 6%, 1.0, 12%, -4
> O=C(COC(=O)c1ccc[nH]c1=O)Nc1ccc(N2CCCCC2)cc1
  6, -30%, -8%, -5%, -4, -2%, -0.4, -6%, -6
> COc1ccc(NC(=O)Cc2c(SC)c3ccccc3n2Cc2ccccc2)cc1
  2, 10%, 3%, 6%, 7, -3%, -0.1, -8%, -15
> CS(=O)(=O)N1CCN(c2ccccc2NC(=O)c2cccnc2Cl)CC1
  -5, 18%, -6%, 0%, -6, 16%, -0.5, -9%, -7
> Cc1ccc(C)c(CSc2nnc([C@@H](N)C(C)C)o2)c1
  18, -6%, -11%, 10%, nt, 6%, -1.9, 1%, -11
> CN1CCCC1CN1CCCC1 (stereo not drawn)
  -1, 22%, -10%, 0%, 2, 0%, 0.2, 0%, -7
> COc1ccc(CCNCC(O)COc2cccc(C(C)=O)c2)cc1OC (stereo not drawn)
  -6, -11%, -16%, 8%, -1, 5%, 0.2, -11%, -7
> COc1ccccc1C(NC(C)=O)c1c(O)ccc2ccc(O)cc12 (stereo not drawn)
  -13, -15%, -19%, 2%, -13, -10%, -1.9, -26%, 8
> CCOc1ccc2[nH]c3c(c2c1)CNCC3
  -3, 11%, 1%, -2%, -2, 3%, 2.1, -16%, 5
> CCc1nc2ccc(C(=O)NCCCN3CCCC3=O)cn2c1N(C)CCC(C)C
  7, 6%, -5%, 19%, 0, 2%, -0.3, -8%, 12

Results in D3 ag, PI5P4Ka inh and GLP-1R agonist, for some of the entries so far:
Molecule	D3 ag	PI5P4Ka inh	GLP-1R agonist
COc1ccc(CN(C)C(=O)CNC(=O)Cc2cccc3ccccc23)c(OC)c1OC	1	-6	27%
Cc1cc(C)cc(C(=O)NC2C(=O)N3C(C(=O)O)=C(CSc4nnc(C)s4)CSC23)c1 (stereo not drawn)	-6	-8	0%

Bioassay records: PubChem, National Center for Advancing Translational Sciences (NCATS)
